# Screening results from PubChem BioAssay.
# 15-hLO inh = inhibitors of human 15-lipoxygenase (ALOX15) | AID 887 | 1.4% of 74,000 active | purified 15hLO-1, xylenol orange hydroperoxide absorbance | Potency, µM (doses to about 57.1 µM), for the others: at the highest dose activity change, negative = inhibition, usual class: inhibitors; also: potency is read from the fitted curve at half-maximal effect; % is scaled to controls: 0 for no effect and ±100 for the full control effect; nearly all actives have a fitted effect of over 55% in size
#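 Hydroperoxide formed from arachidonic acid (50 uM) by purified human 15hLO-1 (40 nM) oxidizes ferrous iron, and the ferric-xylenol orange complex is read at 573 versus 405 nm. Compounds were preincubated 15 min; reaction ran 6 min at room temperature.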
# Tau fil binding = binds recombinant human tau filaments. recombinant tau filaments, thioflavin S fluorescence, 15 h; filaments grown with octadecylsulfate alongside compound. 2% of 71,000 active. Potency, µM (highest dose often 57.1 µM), for the others: at the top dose activity change, negative = inhibition;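 also: potency is read from the fitted curve at half-maximal effect; % is scaled to controls: 0 for no effect and ±100 for the full control effect; actives lower thioflavin S fluorescence by blocking filaments or displacing dye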
#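 Read-out: ThS fluorescence, 450 nm excitation/510 nm emission; lower signal marks blocked filament formation or displaced dye. Tau at 1 uM with 30 uM ODS, 10 uM ThS, 5 mM DTT, 100 mM NaCl, 10 mM HEPES pH 7.4; 15 h, 37 C.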
# FLuc inh = inhibitors of firefly luciferase. P08659. purified firefly luciferase, luminescence, 8 min. 2.2% of 72,000 active. Potency, µM (highest dose often 57.1 µM), for inactives: top-dose activity change, negative = inhibition, hits mostly inhibitors; also: potency is read from the fitted curve at half-maximal effect; % is scaled to controls: 0 for no effect and ±100 for the full control effect; nearly all actives have a fitted effect of over 40% in size
# Target sequence (P08659 whole entry, looked up): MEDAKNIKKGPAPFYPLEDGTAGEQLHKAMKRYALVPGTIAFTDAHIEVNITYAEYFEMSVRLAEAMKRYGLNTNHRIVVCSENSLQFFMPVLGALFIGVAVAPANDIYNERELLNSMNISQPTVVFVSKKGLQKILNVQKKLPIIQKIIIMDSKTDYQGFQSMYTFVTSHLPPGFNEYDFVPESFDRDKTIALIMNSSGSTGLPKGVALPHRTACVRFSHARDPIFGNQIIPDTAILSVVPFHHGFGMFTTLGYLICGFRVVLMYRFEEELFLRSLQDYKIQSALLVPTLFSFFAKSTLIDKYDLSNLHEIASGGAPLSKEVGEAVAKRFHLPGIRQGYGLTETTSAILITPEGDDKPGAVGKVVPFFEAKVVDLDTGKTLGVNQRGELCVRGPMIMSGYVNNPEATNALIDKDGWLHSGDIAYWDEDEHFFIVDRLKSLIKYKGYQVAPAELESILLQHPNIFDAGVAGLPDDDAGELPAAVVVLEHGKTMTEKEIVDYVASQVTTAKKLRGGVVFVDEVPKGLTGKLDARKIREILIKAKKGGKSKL
#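 Compounds were tested as concentration series (qHTS) against purified P. pyralis luciferase with luciferin and 10 uM ATP in 50 mM imidazole pH 7.2, 50 mM KCl, 7 mM MgCl2, 0.01% Tween 20, 0.05% BSA. Luminescence was read after 8 min at ambient temperature.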
# HADH2 inhib = inhibitors of human HADH2 dehydrogenase | Potency, µM (series often up to 57.1 µM), for inactives: at the highest dose activity change, negative = inhibition, most hits filed as inhibitors | recombinant HADH2, NADH fluorescence, beta-hydroxybutyryl-CoA | 3.4% of 73,000 active | AID 886 | Q99714; also: potency is read from the fitted curve at half-maximal effect; % is scaled to controls: 0 for no effect and ±100 for the full control effect; nearly all actives have a fitted effect of over 60% in size; many of its hits are not listed in these tables
# Target sequence (Q99714 whole entry, looked up, one chain of several): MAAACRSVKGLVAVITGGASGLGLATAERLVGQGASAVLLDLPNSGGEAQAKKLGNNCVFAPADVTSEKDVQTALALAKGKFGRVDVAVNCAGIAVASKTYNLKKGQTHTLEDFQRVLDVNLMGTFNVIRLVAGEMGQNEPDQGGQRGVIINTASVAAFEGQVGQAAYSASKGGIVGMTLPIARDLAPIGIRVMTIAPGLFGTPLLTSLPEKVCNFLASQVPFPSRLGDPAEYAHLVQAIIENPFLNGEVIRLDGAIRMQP
#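 Activity measured as NADH fluorescence gain (360/450 nm), taken as the change between first and last reads of a 4-min kinetic run. Conditions: pH 9.0 Tris buffer, 20 nM E. coli-expressed His-tagged enzyme, 1 mM NAD+, 90 uM beta-hydroxybutyryl-CoA; 15-min compound preincubation.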
# Hsp90 Hop PPI = changes Hsp90-Hop TPR2A binding signal, up or down. AID 595. Potency, µM (series often up to 57 µM), for the others: at the top dose activity change, negative = inhibition. AlphaScreen TPR2A-His6 binding biotin-Hsp90 C-terminal peptide. 0.44% of 71,000 active; active = well fitted curve in either direction with a large enough effect; inconclusive = small, poorly fitted or top-dose-only effect, or another doubt; also: potency is read from the fitted curve at half-maximal effect; % is scaled to controls: 0 for no effect and ±100 for the full control effect; many of its hits are not listed in these tables
# CRE-bla Fsk = modulators of forskolin-stimulated CRE signaling in CHO cells; CHO CRE-bla reporter (cAMP response element driving beta-lactamase), forskolin EC10, beta-lactamase ratio; 2.5% of 71,000 active; Potency, µM (top dose mostly 38.2 µM), for the others: at the highest dose activity change, negative = inhibition, most hits filed as activators; active = well fitted activation curve with a large enough effect in the signal ratio, with a control signal flat, not every such curve was filed as active; inconclusive = small, poorly fitted or top-dose-only effect, or effect the other way, or a change in a side signal; the % refers to the signal ratio; also: potency is read from the fitted curve at half-maximal effect; % of control where 0% means no effect
#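 The 460nm/530nm emission ratio after CCF4 loading defined %Activity, from which AC50 values were obtained. CRE-bla CHO cells received compound dilution series together with an EC10 level of NKH 477 for 3 hours at 37 degrees Celsius.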
# ERK AVP block = vasopressin-driven ERK pathway inhibition; HEK293-V1b, vasopressin-stimulated pERK AlphaScreen; Potency, µM (highest dose often 57.5 µM), without a hit: at the top dose activity, negative = inhibition, hits mostly inhibitors; 0.99% of 72,000 active; AID 995; also: potency is read from the fitted curve at half-maximal effect; % is scaled to controls: 0 for no effect and ±100 for the full control effect; nearly all actives have a fitted effect of over 55% in size
#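 qHTS, compounds titrated on V1b-expressing HEK293 cells. Preincubation 30 min at 37C, vasopressin 25 nM for 5 min, lysis 10 min, bead incubation 5 hr at room temperature.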
# UbGFP stabilizer = ubiquitin-GFP accumulation via proteasome inhibition; Ubiquitin-GFP reporter cells, proteasome inhibition, GFP fluorescence; response scale: untreated = 0%, 10 µM MG-132 = 100%; 67,000 tested, under 10 active; Potency, µM (titrated, usually from 45.9 µM), for inactives: at the highest dose activation (GFP accumulation), hits mostly activators; AID 526; active = well fitted activation curve with a large enough effect, not every such curve was filed as active; inconclusive = small, poorly fitted or top-dose-only effect, or another doubt; inactive = no such curve, though single readings can be large or run the other way; also: potency is read from the fitted curve at half-maximal effect
#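 U2OS cells expressing ubiquitin(G76V)-GFP, seeded overnight in 0.5% FBS medium, then treated 4 hr at 37 C across 46 uM to 2.9 nM. GFP-positive cells counted by laser cytometry (488 ex/515 em); %activity scaled between basal and 10 uM MG-132.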
# Pol III holo inh = DNA polymerase III holoenzyme inhibition | reconstituted DNA polymerase III holoenzyme replication, biochemical | Potency, µM (doses to about 57.1 µM), for inactives: top-dose activity change, negative = inhibition | 0.25% of 71,000 active | AID 603; also: potency is read from the fitted curve at half-maximal effect; % is scaled to controls: 0 for no effect and ±100 for the full control effect
#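 Reconstituted *E. coli* holoenzyme (0.35 nM Pol III, 1 nM beta, 154 nM SSB, 2 nM primase) was preincubated with compound for 15 min at RT. Synthesis on 1.4 nM ssM13Gori ran 35 min, then was stopped with PicoGreen/EDTA and read as dsDNA fluorescence.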
# GFP derepression = epigenetic modulators derepressing GFP locus in mouse cells; AID 597; Potency, µM (top dose mostly 46.1 µM), inactives show at the top dose GFP derepression (activation); mouse C127i GFP locus derepression, cytometry, 30 h; 0.09% of 68,000 active; also: % of control where 0% means no effect
#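 Read-out is the number of GFP-positive cells, scored as fluorescent objects 20 to 120 um wide, reflecting derepression of a silenced CMV-GFP reporter in murine C127i cells after 30 h compound exposure at 37 C.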
# HBB splicing = hemoglobin beta splicing modulation | AID 925 | Potency, µM (top dose mostly 46.1 µM), for inactives: at the top dose activation, hits mostly activators | HBB splicing reporter cell assay, activation; EGFP reporter with mutant IVS2-654 intron; response scale: normalised to 500 nM splice-correcting PNA | 0.06% of 65,000 active; also: potency is read from the fitted curve at half-maximal effect; 0% is about no effect
#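 HeLa cells stably expressing EGFP interrupted by mutant beta-globin intron 2 (IVS2-654), 500/well in 2% FCS. Treated with compound for 2 days at 37C. Splicing correction scored as total well GFP intensity (488 nm excitation, 500-520 nm emission); 500 nM antisense PNA served as control.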
# Starred values were filed as active, the others as inactive; i = inactive; ? = inconclusive; . = not tested or not shown; & = joins results of further samples; [ ] = dose if it differs, or a comment. Unless noted, calls follow the shape of the dose curve; as a rule, active = well fitted curve in the direction sought with a large enough effect; inconclusive = small, poorly fitted or top-dose-only effect, or another doubt; inactive = no such curve, though single readings can be large; an effect the other way counts as inactive or inconclusive. This is a subset (hit frequency here may not be typical).
Compound	15-hLO inh	Tau fil binding	FLuc inh	HADH2 inhib	Hsp90 Hop PPI	CRE-bla Fsk	ERK AVP block	UbGFP stabilizer	Pol III holo inh	GFP derepression	HBB splicing
COc1cc2c(cc1OC)C(C(=O)NCC1COc3ccccc3O1)C(c1cccnc1)N(C)C2=O (centres undefined)	1%	-7%	1%	-1%	-6%	-7%	-15%	1%	0%	-4%	-0.2%
Cc1cc(C)n(Cc2ccccc2F)c(=O)c1C#N	7%	7%	1%	-9%	1%	-1%	-4%	1%	-3%	0%	0.1%
CCC12CN3CC(CC)(CN(C1)C3c1ccccc1Cl)C2O (centres undefined)	-2%	-26%	0%	-1%	-1%	-1%	-6%	0%	-7%	11%	-1.6%[57.5 µM]
CCS(=O)(=O)N1CCCC(C(=O)NCCN(C)Cc2ccccc2)C1 (centres undefined)	8%	-6%	0%	-3%	-7%	-12%	4%	-4%	4%	-1%	-0.2%
COc1ccc(CN(C(=O)c2ccco2)c2ccc(C)cc2)cc1OC	?	13%	3%	17%	-4%	10%	-6%	-3%	-5%	0%	-7.9%
CCN(CC)S(=O)(=O)c1ccc2c(c1)c(=O)c(C(=O)N1CCOCC1)cn2C	0%	-28%	2%	-3%	1%	15%	8%	-3%	-7%	4%	-0.9%
CCOC(=O)CN(C(=O)CSc1nnc(-c2ccc(OC)c(OC)c2)o1)c1ccc(F)cc1	0%	1%	-1%	0%	-2%	19%	-13%	-8%	-1%	5%	.
CC(C)Sc1ncnc2c1oc1ccccc12	-7%	1%	-6%	11%	4%	?	9%	-9%	-4%	6%	-1.0%
C=CCNC(=O)CCCOc1cccc(C)c1	6%[11.4 µM]	-22%[11.4 µM]	1%	7%[11.4 µM]	-7%[11 µM]	?	-12%	21%[9.17 µM]	-2%[11.4 µM]	-2%	-4.8%[0.0738 µM]
COc1ccc(-c2cc(C(F)(F)F)n3nc(C(=O)NCc4ccco4)cc3n2)cc1	?	?	-1%	?	4%	?	-9%	-10%	-6%	0%	-1.1%[9.22 µM]
Cc1cc(N2CCOCC2)nc2ccc(NC(=O)CCC(=O)N3CCCCC3)cc12	1%	4%	?	13µM*	-1%	6%	-17%	-1%	-11%	2%	7.6%
CC(C)=CCCC(C)CCO (centres undefined)	7.9µM*	-7%	.	-4%	-1%	3%	16%	.	-1%	.	-0.3%
Cc1ccc(C)n1-c1ccc(-n2cnnn2)cc1	-22%	11%	-1%	-3%	-7%	0%	-3%	-3%	-1%	0%	3.6%
CC(C)Cc1nnc(NC(=O)c2ccncc2)s1	6%	-8%	-1%	-6%	-2%	?	-11%	0%	-4%	-3%	-0.1%
NC(=O)CSc1nnc(-c2cnccn2)n1-c1ccccc1	-11%	-16%	1%	-7%	-4%	-2%	-10%	-6%	-2%	0%	-0.4%
CC/C=C\CC[C@H](OC(=O)c1ccc(Br)cc1)C1=CCCCC1=O	-5%[11.4 µM]	.	0%[11.4 µM]	-11%[11.4 µM]	.	.	-3%[11.5 µM]	.	.	.	1.1%[9.22 µM]
O=C(O)CC1C(=O)NCCN1Cc1ccc(F)c(F)c1 (centres undefined)	0%	-3%	2%	0%	-1%	-3%	.	4%	-4%	.	-0.4%
CN1CCc2c(sc3c2C(=O)NC(c2ccc4c(c2)OCO4)N3)C1 (centres undefined)	?	i	-18%	3%	-3%	0.5µM*	17%	.	-13%	2%	3.2%[0.369 µM]
CCOC(=O)C(NC(=O)CC)(Nc1ccc(S(=O)(=O)Nc2onc(C)c2C)cc1)C(F)(F)F (centres undefined)	-3%	1%	4%	14%	-4%	?	12%	3%	-6%	4%	-5.8%[57.5 µM]
COc1cccc(-c2c(NC(=O)c3ccco3)n(-c3ccc(C)cc3)nc(C)c2=O)c1	2%	-1%	2%	1%	?	3%	42%	-7%	4%	0%	-3.7%[57.5 µM]
O=C(NCCn1ccc2ccccc21)C1CCCCC1	-2%	-5%	-1%	-183%	-12%	6%	.	-11%	-7%	.	0.2%
O=c1cc(CSc2nc3cc(Cl)ccc3o2)nc2sccn12	-19%	2%	4%	6%	0%	?	-10%	2%	4%	-1%	-1.0%[57.5 µM]
Cn1c(=S)[nH]c2cccnc21	-2%	-15%	2%	-2%	-6%	?	-16%	-2%	-6%	2%	-1.0%[57.5 µM]
CCCCCCNC(=O)c1c(O)c2ccccc2[nH]c1=O	8%	-9%	0%	8%	-2%	13%	1%	-3%	0%	-2%	.
Cc1ccccc1-n1c(SCc2c(C)noc2C)nnc1-c1ccncc1	?	9%	5%	0%	-2%	6%	4%	4%	2%	0%	1.9%[1.84 µM]
Cc1cc(/C=N/n2cnnc2)c(C)n1-c1cc(Cl)ccc1Cl	15%	-2%	1%	?	-12%	2µM*	-22%	6%	1%	-2%	-0.3%[9.22 µM]
O=C(Nc1ccccc1)c1cc([N+](=O)[O-])ccc1Cl	-12%[25.6 µM]	?	?	7%&6%	-10%&-15%	?	?	3%&1%	-3%&-7%	0%&-3%	-1.1%
CC12CS(=O)(=O)CC1SC(=S)N2c1ccccn1 (centres undefined)	?	-15%	4%	-11%	?	-5%	33%	-2%	1%	0%	-2.0%
Cc1c(C(=O)N2CCCc3ccccc32)oc2ccc(S(=O)(=O)N3CCOCC3)cc12	-17%	3%	3%	-1%	-5%	-2%	2%	0%	-2%	2%	-2.5%[57.5 µM]
Cc1ccc(-c2cc(C(=O)NCc3cccs3)no2)cc1	-2%	209%	-1%	11%	2%	-5%	-23%	8%	-1%	-3%	0.0%
O=C(COC(=O)CCC(=O)c1ccc(Cl)cc1)NCC1CCCO1 (centres undefined)	1%	-4%	-1%	3%	0%	-13%	-6%	-7%	-2%	-1%	-2.7%
O=C(NC1CCCCC1)C1CC(=O)N(c2ccc(Cl)cc2)C1 (centres undefined)	2%	37%	-2%	7%	-3%	-11%	.	-6%	-13%	.	0.1%
COCCCNC(=O)C1CC(=O)N(c2ccc(C)cc2)C1 (centres undefined)	12%	-2%	-1%	5%	-7%	0%	37%[activator]	3%	-6%	2%	.
CCn1c(C(O)c2ccccc2)nc2ccccc21 (centres undefined)	18%	-1%	-2%	1%	-3%	-6%	18%	-10%	3%	2%	-3.4%
CCc1cccc(NS(=O)(=O)c2c(C)n[nH]c2C)c1	10%	-8%	1%	-18%	-3%	-15%	-3%	-7%	-7%	2%	0.7%[0.369 µM]
O=C(NCc1ccncc1)c1cccc(F)c1	7%	-2%	0%	-6%	-4%	-16%	-5%	8%	-4%	-3%	0.9%
CCCOc1ccc(CC(CC(=O)O)(C(=O)O)C(=O)O)cc1	-2%	8%	0%	-8%	0%	-1%	3%	1%	2%	0%	4.4%
Cc1ccc(-c2nc(CSCC(=O)N3CCN(C(=O)c4ccco4)CC3)c(C)o2)cc1	2%	4%	-4%	2%	-3%[2.3 µM]	12%	16%	-6%	-4%	.	-0.8%
O=C(O)c1ccc(Cl)c2c1C1C=CCC1C(c1ccccn1)N2 (centres undefined)	16µM*	i	-21%	4µM*	?	-13%	?	0%	?	-2%	0.1%
Cc1ccc(C)c(S(=O)(=O)Nc2ccccc2C(=O)Nc2cc(C)on2)c1	-4%	-46%	1%	-188%	-1%	?	7%	-2%	5%	-2%	-0.7%
Cn1c(SCC(N)=O)nnc1-c1ccccc1	0%	2%	2%	1%	-6%	-4%	4%	0%	-6%	0%	.
C=C(C)c1cccc(C(C)(C)NC(=O)NCCCN2CCCC2=O)c1	6%	23%	4%	13%	0%	-2%	-30%	-2%	0%	-3%	0.3%[57.5 µM]
COc1ccccc1-c1noc(-c2ccccc2C(=O)Nc2ccccc2)n1	2%	322%	-18%	4%	-3%	-20%	-3%	0%	-4%	0%	2.6%
COC(=O)c1ccc(S(=O)(=O)NCCSc2nnc3c4ccccc4n(C)c3n2)cc1	6%	-2%	0%	-1%	-3%	?	?	-2%	2%	-3%	-0.7%
O=C(CCN1C(=O)C2CC=C(Cl)CC2C1=O)NCc1ccco1 (centres undefined)	-11%	-2%	-7%	-2%	-6%	-4%	1%	0%	1%	10%	4.3%
